# Screening data (PubChem BioAssay)
# PAFAH1B2 inh: PAFAH1B2 enzyme inhibitors, primary screen, biochemical, fluorescence polarization, human. Platelet-activating factor acetylhydrolase IB subunit alpha2 (Homo sapiens), P68402. recombinant PAFAH1B2, FP-rhodamine activity probe. inhibition, % at 3.39 µM. 340,000 compounds, 1.2% hits. AID 492953, 2010;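 active = inhibition above the mean of all tested compounds plus 3 SD, cut at about 24% in these data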;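 note: 0% = enzyme with DMSO and 100% = wells lacking PAFAH1B2; many of its hits are not listed in these tables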
# Target sequence (P68402 whole entry, looked up): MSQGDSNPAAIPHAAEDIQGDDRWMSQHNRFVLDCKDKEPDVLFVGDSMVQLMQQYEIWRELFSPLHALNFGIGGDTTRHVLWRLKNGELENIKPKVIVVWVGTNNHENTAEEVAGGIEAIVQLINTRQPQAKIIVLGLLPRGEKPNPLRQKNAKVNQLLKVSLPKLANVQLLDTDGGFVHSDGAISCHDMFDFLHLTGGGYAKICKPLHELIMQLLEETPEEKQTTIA
# PREPL inh: PREPL enzyme inhibitors, primary screen, biochemical, fluorescence polarization; Prolyl endopeptidase-like (Homo sapiens), Q4J6C6; recombinant PREPL, fluorescence polarization activity-based probe; inhibition, % at 5.96 µM; 320,000 compounds, 0.68% hits; in the data active = inhibition above about 43%;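 note: 0% = enzyme with DMSO and 100% = wells lacking enzyme; many of its hits are not listed in these tables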
# PAFAH1B3 inh: PAFAH1B3 enzyme inhibitors, primary screen, biochemical, fluorescence polarization, human; Platelet-activating factor acetylhydrolase IB subunit alpha1 (Homo sapiens), Q15102; inhibition, % at 3.39 µM; AID 492972, 2010; 340,000 compounds, 0.28% hits; recombinant PAFAH1B3, FP-rhodamine probe;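 active = inhibition above the screen-wide average of all tested compounds plus 3 SD, cut at about 25% in these data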;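 note: 0% = enzyme with DMSO only and 100% = wells lacking PAFAH1B3 protein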
# Target sequence (Q15102 whole entry, looked up): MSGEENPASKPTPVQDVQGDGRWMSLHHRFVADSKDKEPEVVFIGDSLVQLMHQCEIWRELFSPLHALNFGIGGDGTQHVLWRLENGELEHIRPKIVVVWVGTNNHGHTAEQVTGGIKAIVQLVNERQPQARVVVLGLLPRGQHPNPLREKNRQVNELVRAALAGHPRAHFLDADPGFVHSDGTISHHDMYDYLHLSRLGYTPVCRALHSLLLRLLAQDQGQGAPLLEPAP
# PAD4 FP inh: human PAD4 inhibitors, primary screen, biochemical, fluorescence polarization, 1536-well format | recombinant PAD4, RCA probe fluorescence polarization | Protein-arginine deiminase type-4 (Homo sapiens), Q9UM07 | AID 485272, 2010 | inhibition, % at 6.36 µM | 330,000 compounds, 0.41% hits;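 active = percent inhibition above a cutoff equal to the mean of all tested compounds plus 3 SD, cut at about 15% in these data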;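 note: 0% = PAD4 with RCA probe and DMSO and 100% = probe without PAD4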
# pPAFAH inh: pPAFAH enzyme inhibitors, primary screen, biochemical, fluorescence polarization, human; Platelet-activating factor acetylhydrolase (Homo sapiens), Q13093; recombinant pPAFAH, FP-rhodamine probe fluorescence polarization; 330,000 compounds, 1.5% hits; AID 463082, 2010; inhibition, % at 3.39 µM;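 active = inhibition above the mean inhibition across the screen plus 3 SD, cut at about 25% in these data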;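 note: inhibitors block binding of the rhodamine activity-based probe so polarization drops; 0% = enzyme with DMSO and 100% = wells lacking pPAFAH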
# LYPLA2 counter: LYPLA2 inhibitors, primary screen, counter-screen for PME1 inhibitor project, biochemical, fluorescence polarization, FP-Rh probe ABPP; Acyl-protein thioesterase 2 (Homo sapiens), O95372; recombinant LYPLA2; inhibition, % at 5.9 µM; 320,000 compounds, 0.38% hits; AID 2177, 2009;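 active = inhibition above the screen-wide mean plus 3 SD, limit set per campaign, cut at about 26% in these data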;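 note: 0% = LYPLA2 with DMSO and 100% = wells lacking LYPLA2 enzyme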
# LYPLA1 inh: LYPLA1 inhibitors, primary screen, counter-screen for PME1 inhibitor project, biochemical, fluorescence polarization, FP-Rh probe ABPP; recombinant LYPLA1; Acyl-protein thioesterase 1 (Homo sapiens), O75608; inhibition, % at 5.9 µM; 320,000 compounds, 0.16% hits; AID 2174, 2009;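 active = inhibition above the mean of all tested compounds plus 3 SD, set per campaign, cut at about 14% in these data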;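 note: inhibitors block serine hydrolase probe labeling of LYPLA1 so polarization falls; 0% = enzyme with DMSO and 100% = wells lacking LYPLA1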
# Target sequence (O75608 whole entry, looked up): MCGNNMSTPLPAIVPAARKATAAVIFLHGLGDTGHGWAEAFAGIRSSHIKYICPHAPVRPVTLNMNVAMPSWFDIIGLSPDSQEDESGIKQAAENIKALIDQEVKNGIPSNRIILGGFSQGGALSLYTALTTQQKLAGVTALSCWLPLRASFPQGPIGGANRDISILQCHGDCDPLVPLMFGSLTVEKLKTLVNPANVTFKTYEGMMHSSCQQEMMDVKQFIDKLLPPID
# GSTO1 counter: inhibitors of recombinant GSTO1, primary screen, counter-screen for RBBP9 inhibitor project, biochemical, fluorescence polarization. AID 1974, 2009. Glutathione S-transferase omega-1 (Homo sapiens), P78417. inhibition, % at 5.96 µM. 300,000 compounds, 1.1% hits. activity-based probe fluorescence polarization;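 active = inhibition above the campaign mean inhibition plus 3 SD, cut at about 35% in these data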;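 note: 0% = GSTO1-1 with DMSO and 100% = wells lacking GSTO1-1 enzyme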
# Target sequence (P78417 whole entry, looked up): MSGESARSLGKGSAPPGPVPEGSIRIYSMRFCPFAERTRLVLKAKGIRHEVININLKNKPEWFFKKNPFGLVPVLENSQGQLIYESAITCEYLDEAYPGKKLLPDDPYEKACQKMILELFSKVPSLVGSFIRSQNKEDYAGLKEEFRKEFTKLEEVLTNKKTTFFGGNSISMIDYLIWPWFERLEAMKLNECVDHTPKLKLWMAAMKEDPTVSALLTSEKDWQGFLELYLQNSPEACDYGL
# PAFAH2 FP inh: PAFAH2 enzyme inhibitors, primary screen, biochemical, fluorescence polarization, human | 340,000 compounds, 0.99% hits | recombinant PAFAH2, FP-rhodamine activity probe | inhibition, % at 3.39 µM;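 active = inhibition above the mean over all tested compounds plus 3 SD, cut at about 30% in these data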;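 note: inhibitors block probe labeling of enzyme so polarization drops; 0% = enzyme with DMSO and 100% = wells lacking PAFAH2 protein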
# An asterisk follows results filed as active; . = no result given. Only part of the results is shown; count on the stated rates, not on these rows.
SMILES,PAFAH1B2 inh,PREPL inh,PAFAH1B3 inh,PAD4 FP inh,pPAFAH inh,LYPLA2 counter,LYPLA1 inh,GSTO1 counter,PAFAH2 FP inh
O=C(CN1CCN(c2ccccc2F)CC1)NCc1ccc(Cl)cc1,3,-47,5,2,-4,2,0,2,-2
O=C(NCC(=O)N(c1ccc(F)cc1)C(C(=O)NC1CCCCC1)c1ccncc1)c1ccco1 (centres undefined),6,-11,0,2,3,-5,-2,2,15
CCOc1cc(/C=N/n2cnnc2)ccc1O,-4,0,6,5,2,1,2,6,2
CC1=C(C(=O)OCc2ccccc2)C(c2ccc(Cl)cc2Cl)NC(=O)N1CCCC(=O)O (centres undefined),14,8,13,3,4,6,3,4,1
COc1ccccc1C(=O)Nc1ccnn1C1CCN(CCCC2CCCC2)CC1,1,18,4,-2,1,15,7,-12,-7
COc1cccc(C2CC(=O)Nc3cc4c(cc32)OCCO4)c1OC(C)C (centres undefined),6,14,5,-1,4,1,-1,-2,-3
Cc1csc(NC(=O)c2nc3nccc(C)n3n2)n1,9,2,5,-6,1,-4,0,-3,-5
CCCc1nnc(NC(=O)C2CC(=O)N(C3CCCC3)C2)s1 (centres undefined),-1,-7,5,-1,3,4,-1,7,-7
COc1ccc(CN(C(=O)/C=C/c2ccccc2Cl)C2CCS(=O)(=O)C2)cc1 (centres undefined),6,-67,4,-2,-2,-3,-4,-6,0
Cc1noc(C)c1COc1ccc(C(=O)OC(C)C(=O)Nc2ccc(S(=O)(=O)N3CCOCC3)cc2)cc1 (centres undefined),1,2,4,-4,3,-5,-2,7,-1

# Part of the list above, with two lines to a compound.
# Below each compound: PAFAH1B2 inh | PREPL inh | PAFAH1B3 inh | PAD4 FP inh | pPAFAH inh | LYPLA2 counter | LYPLA1 inh | GSTO1 counter | PAFAH2 FP inh
CC1=C(C(=O)OCc2ccccc2)C(c2ccc(Cl)cc2Cl)NC(=O)N1CCCC(=O)O (centres undefined)
→ 14 | 8 | 13 | 3 | 4 | 6 | 3 | 4 | 1
COc1ccccc1C(=O)Nc1ccnn1C1CCN(CCCC2CCCC2)CC1
→ 1 | 18 | 4 | -2 | 1 | 15 | 7 | -12 | -7
COc1cccc(C2CC(=O)Nc3cc4c(cc32)OCCO4)c1OC(C)C (centres undefined)
→ 6 | 14 | 5 | -1 | 4 | 1 | -1 | -2 | -3
Cc1csc(NC(=O)c2nc3nccc(C)n3n2)n1
→ 9 | 2 | 5 | -6 | 1 | -4 | 0 | -3 | -5

# Other entries:
SMILES,PAFAH1B2 inh,PREPL inh,PAFAH1B3 inh,PAD4 FP inh,pPAFAH inh,LYPLA2 counter,LYPLA1 inh,GSTO1 counter,PAFAH2 FP inh
COc1ccccc1-c1cc(C(F)(F)F)nc(N2CCN(c3ccccc3)CC2)n1,2,0,-2,0,1,7,0,-3,-12
Cc1ccc(CC(=O)NCc2ccc(Cl)cc2)cc1,5,5,6,1,16,6,2,15,-5
CCOCC(=O)Nc1cccc(NC(C)=O)c1,-1,0,5,-4,4,-7,-4,0,3
CCOC(=O)[C@@H]1[C@H]2COc3ccccc3[C@H]2N2C(=O)N(c3ccc(OC)cc3)C(=O)[C@]12C,0,-112,7,2,2,0,-1,1,7
Cc1cccc2sc(NC(=O)C3CCN(S(=O)(=O)c4cc([N+](=O)[O-])ccc4Cl)CC3)nc12,-6,20,-3,-5,-1,-10,-12,-4,-5
Cc1nc2sc(C(c3cccc(F)c3)N3CCCC(C)C3)c(O)n2n1 (centres undefined),2,14,2,-9,0,2,-1,0,4
COc1ccc(NC(=O)c2cc3ccccc3o2)cc1OC,2,5,15,-2,0,4,3,-2,1
O=[N+]([O-])c1cccc(S(=O)(=O)NCCCN2CCOCC2)c1,7,7,4,2,2,5,2,-4,8
O=C1OC(/C(=C\NCc2ccccc2)[N+](=O)[O-])c2ccccc21 (centres undefined),.,4,.,4,-1,5,0,2,.
O=c1c2ccccc2ncn1CCOCCOc1cccc(Br)c1,-1,10,6,0,-4,7,7,2,1
O=C(c1cccs1)c1coc2ccc(O)c(CN3CCOCC3)c12,7,42,5,-5,2,3,3,8,3
O=C1/C(=C/c2coc3ccc(O)cc3c2=O)SC(=S)N1c1ccccc1,-15,-39,-36,-12,-6,-46,-22,10,-43
CON(C)S(=O)(=O)c1ccc2c(c1)NC(=O)C1CCCN21 (centres undefined),-9,-8,-13,2,-2,-6,-6,-4,-9
CCOC(=O)CSc1nc2ccc(C)cc2n2cnnc12,2,13,3,-3,-11,0,1,0,-1
CCN(CC)C(=O)c1cc2c(=O)oc3ccccc3c2s1,3,-1,1,-2,7,1,-1,-6,2
O=C(c1ccc([N+](=O)[O-])s1)N1CCN(c2ccccc2)CC1,-3,42,2,-6,0,2,-2,4,-2
O=C(CC(SCCO)c1ccc2c(c1)OCO2)c1cccs1 (centres undefined),1,-2,5,-3,5,4,1,-16,0
CC(C)Cc1cc(C(=O)NCCc2ccccc2)no1,7,9,-7,3,0,2,11,5,3
COc1ccc(-c2nc(CCNS(=O)(=O)c3ccc4c(c3)OCCO4)cs2)cc1,5,-14,-5,3,4,6,0,14,0
COC(=O)COc1cccc2c(=O)n(CC(=O)N3CCC(C)CC3)ccc12,6,28,1,2,6,8,1,-4,-6
O=C(Nc1c2c(nn1-c1ccc([N+](=O)[O-])cc1)CS(=O)(=O)C2)C1CC1,0,-12,2,2,-1,-3,0,-9,3
CC(C)(C)C1C/C(=C/c2ccccn2)C(=O)/C(=C/c2ccccn2)C1 (centres undefined),5,3,7,5,2,3,1,2,0
COc1ccccc1C(=O)NC(=S)N1CCc2ccccc21,4,3,6,1,4,3,4,-2,6
O=C(CCc1nnc2ccc(NCc3ccccc3Cl)nn12)NC1CCCC1,3,9,6,3,7,0,-2,-1,14
O=C(Nc1ccnn1C1CCN(C2CCCC2)CC1)c1ccccc1Cl,-1,-7,-1,2,-1,0,3,1,-2
COc1ccc(S(=O)(=O)N2CCc3ccccc32)cc1C(=O)NCCc1ccc(S(N)(=O)=O)cc1,2,16,1,0,1,.,.,.,3
N#CCCN(Cc1ccccc1)C(=O)Nc1ccc(F)cc1,1,1,6,0,5,5,2,-2,-5
COc1cccc(N2C(=O)CC(N3CCN(c4ccc([N+](=O)[O-])cc4)CC3)C2=O)c1 (centres undefined),0,22,9,3,2,13,0,4,-1
C/C(CC(=O)NC1CCCC1)=N\NC(=O)c1ccc([N+](=O)[O-])c(Cl)c1,4,4,2,1,1,-5,-2,2,9
CC(=O)Nc1ccc(NC(=O)Nc2ccc3c(c2)N(C)C(=O)CS3)cc1,-4,10,2,-7,5,9,-2,3,-6
COc1ccc2nc(C)cc(SCC(=O)N/N=C/c3ccc(O)c(O)c3)c2c1,2,38,11,6,29*,-2,-1,51*,19
CCOC(=O)c1cnc2ccc(OCC)cc2c1N1CCN(c2ccccc2)CC1,4,20,0,-3,6,-3,-2,-1,-5
O=C(Nc1ccc2nc(-c3ccco3)[nH]c2c1)c1cccs1,3,7,6,-2,6,3,-3,-3,-3
O=C(CSc1nc2ccccc2c(=O)n1CCCN1CCOCC1)NCCc1ccccc1,4,24,0,-2,-2,.,.,.,0
COc1ccc(N2C(=O)CC(N3CCOCC3)C2=O)cc1 (centres undefined),-1,-6,12,-4,1,2,-1,-2,0
O=C(Cn1cccc1)N1CCc2ccccc21,1,0,-6,2,0,0,-1,2,-9
O=C(C1CCN(S(=O)(=O)c2cccs2)CC1)N1CCN(Cc2ccccc2)CC1,1,12,8,-5,0,4,4,-14,3
CC1CN(C(=S)Nc2ccccc2F)CC(C)O1 (centres undefined),10,1,11,0,0,3,4,8,-5
O=C(Nc1cccc(F)c1)C1CC(=O)N(c2ccc(Br)cc2)C1 (centres undefined),-4,-20,1,-7,0,5,0,-2,2
CC(=C\C(=O)O)/C(=C/c1ccco1)C(=O)O,0,-4,5,-5,-3,3,1,2,-9

# Seven structures from above, ordered by formula weight, high to low.
SMILES,PAFAH1B2 inh,PREPL inh,PAFAH1B3 inh,PAD4 FP inh,pPAFAH inh,LYPLA2 counter,LYPLA1 inh,GSTO1 counter,PAFAH2 FP inh
O=C(C1CCN(S(=O)(=O)c2cccs2)CC1)N1CCN(Cc2ccccc2)CC1,1,12,8,-5,0,4,4,-14,3
COc1ccc2nc(C)cc(SCC(=O)N/N=C/c3ccc(O)c(O)c3)c2c1,2,38,11,6,29*,-2,-1,51*,19
O=C(Nc1cccc(F)c1)C1CC(=O)N(c2ccc(Br)cc2)C1 (centres undefined),-4,-20,1,-7,0,5,0,-2,2
O=C(Nc1ccc2nc(-c3ccco3)[nH]c2c1)c1cccs1,3,7,6,-2,6,3,-3,-3,-3
CC1CN(C(=S)Nc2ccccc2F)CC(C)O1 (centres undefined),10,1,11,0,0,3,4,8,-5
O=C(Cn1cccc1)N1CCc2ccccc21,1,0,-6,2,0,0,-1,2,-9
CC(=C\C(=O)O)/C(=C/c1ccco1)C(=O)O,0,-4,5,-5,-3,3,1,2,-9

# Later entries:
SMILES,PAFAH1B2 inh,PREPL inh,PAFAH1B3 inh,PAD4 FP inh,pPAFAH inh,LYPLA2 counter,LYPLA1 inh,GSTO1 counter,PAFAH2 FP inh
O=[N+]([O-])c1ccccc1S(=O)(=O)n1cnc2ccccc21,.,3,.,-1,4,3,2,-1,.
CCC(C(=O)OCC(=O)c1ccc2c(c1)NC(=O)CO2)c1ccccc1 (centres undefined),14,-25,6,-2,11,1,-1,-2,8
Cc1ccc(CCNC(=O)C2CC(c3cc(C(F)(F)F)cc(C(F)(F)F)c3)=NO2)cc1 (centres undefined),9,0,8,0,7,-1,0,1,6
CN1/C(=C\C(=O)Nc2cccnc2)c2ccccc2CC1(C)C,3,8,3,-2,3,5,5,3,3
O=C(Nc1ccc(N2CCN(C(=O)c3ccco3)CC2)cc1)C(c1ccccc1)c1ccccc1,4,14,7,-1,14,24,1,-10,4
O=C(NCCN1CCOCC1)c1cn(CCc2ccccc2)nn1,5,-5,10,-2,3,2,1,5,0
COc1ccc(-n2ncc3c(N4CCC(C(N)=O)CC4)ncnc32)cc1,4,-1,4,-4,-2,4,1,0,9
